KB-3-1 cytotox – qHTS assay for MDR1-selective chemotherapeutics: Primary screen using the parental adenocarcinoma cell KB-3-1 | KB-3-1 viability, CellTiter-Glo ATP luminescence, 72 h | Potency, µM (top dose mostly 46.1 µM), inactives show at the top dose activity change, negative = cytotoxic, usual class: cytotoxic | 1.4% of 400,000 active; also: potency is read from the fitted curve at half-maximal effect; % is scaled to controls: 0 for no effect and ±100 for the full control effect; nearly all actives have a fitted effect of over 60% in size
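KB-3-1 cells, DMEM (no phenol red) + 10% FBS; compound by pin transfer, 72 h, 37 °C. Readout: CellTiter-Glo luminescence after 10 min. Data normalized, curve-fitted.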
MCF10A rerep – A quantitative high throughput screen for small molecules that induce DNA re-replication in MCF 10a normal breast cells; AID 624296, 2012; MCF 10A DNA re-replication, Hoechst nuclear intensity, 48 h; Potency, µM (highest dose often 46.1 µM), inactives show at the highest dose activity, positive = re-replication, actives largely listed as activators; 2.9% of 350,000 active; also: potency is read from the fitted curve at half-maximal effect; % of control where 0% means no effect; nearly all actives have a fitted effect of over 50% in size
ATXN2 expr inh – Primary qHTS for Inhibitors of ATXN expression. HEK-293 ATXN2-luciferase reporter, luminescence, 24 h. Potency, µM (doses to about 57 µM), for the others: top-dose activity change, negative = inhibition, most hits filed as inhibitors. 0.72% of 360,000 active. AID 1745845, 2022; also: potency is read from the fitted curve at half-maximal effect; % is scaled to controls: 0 for no effect and ±100 for the full control effect; nearly all actives have a fitted effect of over 55% in size
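ATXN2-luciferase reporter cells (luciferase flanked by upstream and downstream ATXN2 gene portions) were treated 24 h at 37 °C with compounds at up to 57 uM. SteadyGlo luminescence gave expression; GF-AFC fluorescence gave viability.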
S2 tox – Viability Counterscreen for Primary qHTS for Inhibitors of ATXN expression; AID 651635, 2014; S2 cells (HEK-293 line with an ATXN2-luciferase reporter) viability, CellTiter-Fluor protease fluorescence, 24 h; Potency, µM (titrated, usually from 56.7 µM), hits mostly cytotoxic; 0.49% of 400,000 active; also: potency is read from the fitted curve at half-maximal effect; nearly all actives have a fitted effect of over 40% in size
HT1080NT lethal – qHTS for induction of synthetic lethality in tumor cells producing 2HG: qHTS for the HT-1080-NT fibrosarcoma cell line. AID 686970, 2013. Potency, µM (titrated, usually from 46.1 µM), inactives show top-dose activity, negative = less viability, actives largely listed as cytotoxic. HT-1080-NT fibrosarcoma viability, CellTiter-Glo ATP luminescence, 48 h. 1.6% of 360,000 active;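 also: NT is the 2HG producing partner of a matched IDH1 knockdown line; potency is read from the fitted curve at half-maximal effect; 0% = DMSO-treated cells and -100% = media-only wells without cells; nearly all actives have a fitted effect of over 55% in size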
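Read-out is CellTiter-Glo luminescence after 10 minutes at room temperature, following 48 hours' compound treatment of HT-1080-NT cells (750 cells/well, RPMI, 5% FBS, 37 degrees C).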
HT1080 IDH1KD tx – qHTS for induction of synthetic lethality in tumor cells producing 2HG: qHTS for the HT-1080-IDH1KD cell line. HT-1080 IDH1 knockdown viability, ATP luminescence, 48 h. Potency, µM (highest dose often 46.1 µM), for the others: at the highest dose activity, negative = toxicity, actives largely listed as cytotoxic. 2% of 360,000 active;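 also: potency is read from the fitted curve at half-maximal effect; 0% = DMSO wells and -100% = cell-free medium wells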
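HT-1080-IDH1KD cells (IDH1 knocked down), 750/well in RPMI with 5% FBS, treated with compound 48 h at 37 degrees C. Viability by CellTiter-Glo luminescence, normalised to DMSO and no-cell wells; concentration-response curves classed.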
IL1B secr inh – qHTS for Inhibitors of Inflammasome Signaling: IL-1-beta AlphaLISA Primary Screen. 4.7% of 360,000 active. activity change, % at 57.5 µM. AID 743279, 2014. THP-1 LPS/ATP IL-1B secretion, AlphaLISA, 16 h; active compounds read low; in the data active = activity change below about -50%; inconclusive = mostly about -30% to -49%; also: % is scaled to controls: 0 for no effect and ±100 for the full control effect
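THP-1 cells pretreated 1 hr with compounds (up to 57.5 uM final), then stimulated with LPS (250 ng/mL final) plus ATP (1.25 mM final); secreted IL-1B measured by AlphaLISA after 16 hr, decreased signal indicating inhibition.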
KB-V1 MDR tox – qHTS assay for MDR1-selective chemotherapeutics: Primary screen using the drug-selected MDR subline cells KB-V1; KB-V1 MDR cells viability, CellTiter-Glo, 72 h; 3.4% of 400,000 active; Potency, µM (series often up to 46.1 µM), inactives show top-dose activity change, negative = cytotoxicity, actives largely listed as cytotoxic; AID 1347076, 2019; also: potency is read from the fitted curve at half-maximal effect; % is scaled to controls: 0 for no effect and ±100 for the full control effect; nearly all actives have a fitted effect of over 60% in size
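Compound-treated KB-V1 multidrug-resistant cells, 72 h, 37 degrees C; viability by CellTiter-Glo. Fitted qHTS curves give the values.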
SW480 rerep – A quantitative high throughput screen for small molecules that induce DNA re-replication in SW480 colon adenocarcinoma cells. SW480 DNA re-replication, Hoechst DNA content imaging, 48 h. Potency, µM (titrated, usually from 46.1 µM), without a hit: at the highest dose re-replication activation, most hits filed as activators. 1.8% of 340,000 active; also: potency is read from the fitted curve at half-maximal effect; % of control where 0% means no effect; nearly all actives have a fitted effect of over 55% in size
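Cells (250 per well) received 23 nL compound or DMSO by pin tool and were kept 48 hr at 37 C, 5% CO2. Nuclei were then stained with Hoechst for 40 min and scanned for DNA content.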
Numbers without * were called inactive; i = inactive; u = inconclusive; x = no result given; & = joins results of further samples; ! = not active in a repeat; [ ] = dose if it differs, or a comment. Unless noted, calls follow the shape of the dose curve; as a rule, active = well fitted curve in the direction sought with a large enough effect; inconclusive = small, poorly fitted or top-dose-only effect, or another doubt; inactive = no such curve, though single readings can be large; an effect the other way counts as inactive or inconclusive. Rows were taken by chance; about 11% have a hit in one of these screens.

Each structure is followed by: KB-3-1 cytotox, MCF10A rerep, ATXN2 expr inh, S2 tox, HT1080NT lethal, HT1080 IDH1KD tx, IL1B secr inh, KB-V1 MDR tox, SW480 rerep
#1 CCN(CC)C(=O)c1cccc(-c2csc(C(C)(NC(C)=O)c3ccccc3)n2)c1 (centres undefined)
 : -7%, x, 13%, i, 2%, 0%, -5, -11%, x
#2 Cc1cccc2cc(C#N)c(NCCNC(=S)NCCCN3CCOCC3)nc12
 : 5%, u, -26%, i, u, -20%, u, -9%, 13%
#3 Cc1ccccc1NC(=O)COC(=O)CCc1c[nH]c2ccccc12
 : 16%, 1%, 8%, i, -5%, 0%, -16, -2%, 2%
#4 CCOC(=O)C(NCCCO)c1ccccc1 (centres undefined)
 : 5%, -1%, 1%, i, 9%, 4%, -2, u, 0%
#5 COc1ccc(N(CC(=O)NCCC2=CCCCC2)S(=O)(=O)c2ccc(C)cc2)cc1OC
 : 4%, u, 0%, i, -4%, -16%, 14, u, 1%
#6 CC(NC(=O)[C@H](C)NC(=O)c1ccco1)c1ccc(S(N)(=O)=O)cc1 (some centres undefined)
 : -6%, -9%, 2%, i, 9%, 7%, 1, u, -15%
#7 COc1ccccc1N1CCN(C2CCCCC2NS(=O)(=O)c2ccc(Cl)cc2)CC1 (centres undefined)
 : -27%, 0%, -16%, i, -26%, -26%, -72*, -11%, 1%
#8 O=C(Cn1ncc2c([nH]c3ccccc32)c1=O)N1CCc2ccccc2C1
 : -1%, 11%, 5%, i, 29%, 20%, -8, 5%, u
#9 CCOC(=O)Cc1csc(SCn2nnc3ccccc3c2=O)n1
 : 2%, -2%, 9%, i, 5%, 10%, 27, -5%, 0%
#10 O=C(CSc1ccccc1F)NNC(=O)c1ccncc1
 : 8%, -6%, 3%, i, 15%, 7%, 30, 8%, 3%
#11 CC(=O)OC1CCC(OC(C)=O)c2c1n([O-])c(C)c(C)[n+]2=O (centres undefined)
 : 9%, -14%, 6%, i, 0%, 2%, 0, -2%, -4%
#12 O=S(=O)(c1ccc(Br)s1)N1CCN(c2ncccn2)CC1
 : -28%, 5%, -14%, i, 0%[9.24 µM], -30%, 8, -1%, -2%
#13 COc1cc(/C=N/n2cnnc2)ccc1OS(=O)(=O)c1ccccc1[N+](=O)[O-]
 : 1%, 6%, 12%, i, 0%, -3%, -10, -11%, 1%
#14 Cc1nc(SCC#N)c2c(C)c(C)sc2n1
 : 6%, -1%, -4%, i, 8%, 3%, -16, -12%, -9%
#15 CN(CCO)CC(O)CN(c1ccccc1)c1ccccc1 (centres undefined)
 : -1%, 4%, x, i, 3%, -11%, -25, 1%, -12%
#16 CCOC(=O)c1sc(NC(=O)/C=C/c2ccc(OCC)cc2)c(C(=O)OCC)c1C
 : 14%, x, 8%, i, x, x, x, 0%, x
#17 Clc1ccc(-c2noc3c2-c2nc(Cc4cccc5ccccc45)sc2CC3)cc1
 : 0%, 3%, 15%, i, -1%, -4%, 4, u, -29%
#18 COc1cc(NC(=O)C2CCC(CNc3c(N4CCC(C)CC4)c(=O)c3=O)CC2)cc(OC)c1 (centres undefined)
 : 1%&-24%, 19%&13%, -3%&-19%, u, 7%&2%, 13%&-14%, -62*!, 1%&17%, 1%&-11%
#19 C/C(CC(C)C)=N/Nc1ccc([N+](=O)[O-])cc1[N+](=O)[O-]
 : -1%, 3%, x, i, -15%, -3%, -3, -2%, -3%
#20 COC(=O)c1nc2n(n1)C(c1ccccc1OC)C1=C(CCCC1=O)N2 (centres undefined)
 : 6%, -7%, -6%, i, 12%, 16%, 18, 14%, 1%
#21 CN(C)c1ccnc(-n2cccc2/C=N/OCc2cccc(F)c2)c1C#N
 : -8%, -6%, -2%, i, -2%, -4%, 9, u, 12%
#22 Cc1c(CN2CCC(CO)(CC3CCCCO3)CC2)cnn1C (centres undefined)
 : 14%, -3%, 4%, i, -1%, 1%, 14, 9%, -7%
#23 O=C(Nc1ccon1)c1cccc(S(=O)(=O)N2CCCCC2)c1
 : u, 9%, -9%, i, -8%, -4%, 33, -1%, -29%
#24 O=C(C[C@@H]1C[C@H]2c3cc(NC(=O)NC4CCCCC4)ccc3O[C@H]2[C@H](CO)O1)NC1CCCCC1
 : 10%, x, -12%, i, -5%, -9%, u, 11%, x
#25 COC(=O)c1ccccc1S(=O)(=O)N1CCC(C(=O)NC2CCCCC2)CC1
 : 4%, -2%, 12%, i, 2%, 9%, -3, 0%, 6%
#26 COc1ccc(C2C(C#N)=C(N)Oc3cc(O)ccc32)cc1 (centres undefined)
 : -2%, 7%, 4%, i, -1%, 1%, u, 1%, -9%[1.84 µM]
#27 O=C(COc1ccc(-c2nnco2)cc1)NC1CCS(=O)(=O)C1 (centres undefined)
 : -9%, -8%, -3%, i, 3%, -3%, -14, -17%, u
#28 Cn1ncc(Cl)c1C(=O)N1CCOCC1
 : 21%, -2%, 1%, i, 5%, 10%, -4, 16%, -9%
#29 O=C(NC1CCCCC1)c1ccc(N2CCOCC2)c([N+](=O)[O-])c1
 : -2%, u, 12%, i, -2%, -6%, u, -2%, 28%
#30 CS(=O)(=O)c1ccc2nc(NC(=O)CN3CCN(Cc4ccccc4)CC3)sc2c1
 : -12%, 24%, 4%, i, -6%, 1%, 39, -6%, -3%

Five compounds from above with just ATXN2 expr inh:
No.	mol	ATXN2 expr inh
25	COC(=O)c1ccccc1S(=O)(=O)N1CCC(C(=O)NC2CCCCC2)CC1	12%
26	COc1ccc(C2C(C#N)=C(N)Oc3cc(O)ccc32)cc1 (centres undefined)	4%
27	O=C(COc1ccc(-c2nnco2)cc1)NC1CCS(=O)(=O)C1 (centres undefined)	-3%
28	Cn1ncc(Cl)c1C(=O)N1CCOCC1	1%
29	O=C(NC1CCCCC1)c1ccc(N2CCOCC2)c([N+](=O)[O-])c1	12%

The listing picks up, starting two compounds before the break.
entry | structure | KB-3-1 cytotox | MCF10A rerep | ATXN2 expr inh | S2 tox | HT1080NT lethal | HT1080 IDH1KD tx | IL1B secr inh | KB-V1 MDR tox | SW480 rerep
29 | O=C(NC1CCCCC1)c1ccc(N2CCOCC2)c([N+](=O)[O-])c1 | -2% | u | 12% | i | -2% | -6% | u | -2% | 28%
30 | CS(=O)(=O)c1ccc2nc(NC(=O)CN3CCN(Cc4ccccc4)CC3)sc2c1 | -12% | 24% | 4% | i | -6% | 1% | 39 | -6% | -3%
31 | CC1(C)CCSC(/C=C/c2ccccc2)=N1 | 15µM* | u | u | u | 23µM* | 26µM* | -102* | u | u
32 | CC(C)CSC1=NSC2=NC(=O)/C(=C\c3coc4ccccc4c3=O)C(=N)N12 | 7% | 21µM* | 4% | i | -25% | -4% | 4 | 15% | -9%
33 | O=C(CCn1c(=O)oc2ccccc21)NCCCN1CCCC1=O | 19% | -8% | 16% | i | 8% | 4% | 103 | -1% | 4%
34 | CCc1nn(CC(=O)NCCCN2CCc3ccccc3C2)c(=O)c2cc3sccc3n12 | 0% | 10% | -12% | u | -5% | -19% | -28 | 0% | u
35 | CN(C)S(=O)(=O)c1ccc(Cl)c(NC(=O)COC(=O)/C=C/c2cnc3ccccc3n2)c1 | 5% | 2% | x | i | -2% | 0% | 4 | -8% | 1%
36 | COc1ccc2cc(C(=O)C3CCCN(C(=O)c4cc(=O)n(C)c(=O)n4C)C3)ccc2c1 (centres undefined) | 14% | u | -10% | i | 4% | -2% | -10 | -14% | 23%
37 | Cc1ccc(C(=O)NNC(=O)/C=C\C(=O)O)cc1 | 4% | -1% | 11% | i | -8% | -8% | 2 | -1% | -1%
38 | Cc1[nH]c(=O)[nH]c(=O)c1S(=O)(=O)Nc1cccc([N+](=O)[O-])c1C | 4% | -5% | 19% | i | 0% | 7% | 4 | 6% | -2%
39 | COCCNc1nc(Nc2ccc(Cl)cc2F)c2sccc2n1 | -5% | x | u | u | -20% | -23% | -11 | u | x
40 | O=C1CN(C(=O)c2ccccc2C(F)(F)F)C(c2ccccc2)c2cc(F)ccc2N1 (centres undefined) | 3% | x | -11% | u | x | x | x | -14% | x
41 | CC1CC(CCC(=O)NC(=S)Nc2ccc(Cl)cn2)C(=O)O1 (centres undefined) | -1% | -3% | -10% | i | 19% | 22% | 56 | 11% | -6%
42 | O=C(CCC1CCCN(C(=O)C2=CCCC2)C1)N1CCN(c2ccccn2)CC1 (centres undefined) | 4% | 4% | -8% | i | 22% | 12% | 1 | -24% | -14%
43 | CN(C)S(=O)(=O)c1cccc(NC(=O)c2cc3ccccc3o2)c1 | -5% | 7% | x | x | 9% | 5% | -18 | -9% | -2%
44 | O=S(=O)(NC1=NCCCCC1)c1ccc2sc(NS(=O)(=O)c3ccc4ccccc4c3)nc2c1 | u | u | x | i | -18% | -22% | -54* | 22% | 0%
45 | COc1cc2[nH]c(=S)n(NC(=O)CC(C)C)c(=O)c2cc1OC | 13% | 5% | 5% | i | 18% | 3% | 18 | 5% | -6%
46 | COc1ccc(C)cc1NC(=O)c1cc(S(=O)(=O)N2CCc3ccccc3C2)ccc1F | u | x | -10% | i | x | x | x | -18% | x

Assay outcomes deposited in PubChem BioAssay by National Center for Advancing Translational Sciences (NCATS).
